KDM5B inhibitor: KDM5B demethylase inhibition; 220,000 tested, 2.6% active; AID 1347165; KDM5B demethylase, FDH-coupled NADH fluorescence (FDH is formaldehyde dehydrogenase); Potency, µM (highest dose often 57.7 µM), without a hit: at the top dose activity change, negative = inhibition, hits mostly inhibitors; Q9UGL1; active = well fitted inhibition curve with a large enough effect; inconclusive = small, poorly fitted or top-dose-only effect; inactive = no such curve, though single readings can be large or run the other way; note: 0% is about no effect; nearly all actives have a fitted effect of over 70% in size
Target sequence (Q9UGL1 whole entry, looked up): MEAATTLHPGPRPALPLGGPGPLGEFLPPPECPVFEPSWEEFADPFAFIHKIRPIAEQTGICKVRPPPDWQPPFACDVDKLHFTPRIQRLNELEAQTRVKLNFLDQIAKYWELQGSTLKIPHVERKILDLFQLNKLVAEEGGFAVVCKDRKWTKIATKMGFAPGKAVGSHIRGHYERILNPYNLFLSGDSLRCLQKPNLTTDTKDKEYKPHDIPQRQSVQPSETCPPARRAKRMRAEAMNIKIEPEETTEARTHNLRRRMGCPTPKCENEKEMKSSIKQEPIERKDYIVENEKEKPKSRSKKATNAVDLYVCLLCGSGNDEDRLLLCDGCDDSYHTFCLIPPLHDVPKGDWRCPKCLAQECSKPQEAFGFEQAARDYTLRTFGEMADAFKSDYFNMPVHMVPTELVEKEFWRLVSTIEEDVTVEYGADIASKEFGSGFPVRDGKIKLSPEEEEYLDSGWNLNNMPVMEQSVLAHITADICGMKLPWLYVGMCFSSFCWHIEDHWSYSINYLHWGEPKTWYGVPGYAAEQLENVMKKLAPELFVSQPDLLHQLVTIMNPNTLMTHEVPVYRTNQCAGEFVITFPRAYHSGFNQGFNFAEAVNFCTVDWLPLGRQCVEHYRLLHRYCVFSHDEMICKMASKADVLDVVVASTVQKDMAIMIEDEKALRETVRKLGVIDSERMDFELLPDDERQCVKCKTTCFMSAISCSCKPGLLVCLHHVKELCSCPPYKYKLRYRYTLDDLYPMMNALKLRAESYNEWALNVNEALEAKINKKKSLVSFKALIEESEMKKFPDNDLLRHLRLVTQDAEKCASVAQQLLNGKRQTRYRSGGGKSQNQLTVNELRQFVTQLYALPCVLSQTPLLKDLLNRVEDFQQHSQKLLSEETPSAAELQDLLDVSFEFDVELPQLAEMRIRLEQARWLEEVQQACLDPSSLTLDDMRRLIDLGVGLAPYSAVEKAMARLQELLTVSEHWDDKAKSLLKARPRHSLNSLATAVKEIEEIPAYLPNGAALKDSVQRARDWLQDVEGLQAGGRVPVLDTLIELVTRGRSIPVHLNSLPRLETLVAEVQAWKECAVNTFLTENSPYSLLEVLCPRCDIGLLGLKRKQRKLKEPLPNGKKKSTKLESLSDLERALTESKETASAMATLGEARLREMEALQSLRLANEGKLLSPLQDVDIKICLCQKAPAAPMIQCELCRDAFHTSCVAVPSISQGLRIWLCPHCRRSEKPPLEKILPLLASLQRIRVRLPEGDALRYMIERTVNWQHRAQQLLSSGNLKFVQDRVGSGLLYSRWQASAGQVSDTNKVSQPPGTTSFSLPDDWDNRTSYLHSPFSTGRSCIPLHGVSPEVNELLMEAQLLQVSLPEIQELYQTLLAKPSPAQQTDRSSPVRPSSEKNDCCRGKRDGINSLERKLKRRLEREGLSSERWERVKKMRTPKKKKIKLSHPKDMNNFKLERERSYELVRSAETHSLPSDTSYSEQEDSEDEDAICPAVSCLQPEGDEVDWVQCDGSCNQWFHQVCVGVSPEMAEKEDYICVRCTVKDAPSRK
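Here, H3K4me3 peptide (12.5 µM in substrate mix) is demethylated by KDM5BΔAP, 200 nM final, after 10 min compound exposure. Formaldehyde product is coupled through FDH (0.25 U/mL in mix) to NADH fluorescence; 30-min ΔRFU feeds dose-response curves.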
* marks the source's active call; other numbers are inactive results; i = inactive; ? = inconclusive; [ ] = dose if it differs, or a comment. Potency is the fitted concentration of half-maximal effect.

Molecule	KDM5B inhibitor
CCOc1ccc(-c2nc(SCC(=O)Nc3nccs3)c(-c3ccc(F)cc3)[nH]2)cc1	19%
CC(C)Cn1c(=O)c2sccc2n2c(CCCC(=O)NCCc3ccccc3)nnc12	?
CCN1C(=O)C2(CCN(S(=O)(=O)c3cc(C)ccc3C)CC2)c2ccccc21	-20%
COc1ccccc1NC(=O)Nc1nc2cc(C)c(C)cc2s1	5%
COc1cccc(NC(=O)N2CCCC3(C2)Nc2cccnc2NC3=NC2CCCC2)c1 (centres undefined)	?
CC(=O)Nc1ccc(C2OC(=O)N(Cc3cccc(F)c3)C2C(=O)NCC2CCCO2)cc1 (centres undefined)	?
CCOc1cccc2sc(NC(=O)c3ccc(S(=O)(=O)N4CCCCC4)cc3)nc12	?
CC(C)NC(=O)N1CCC(c2noc(-c3ccccc3)n2)C1 (centres undefined)	8%
Cc1cc2cc(-c3c(C)noc3C)nc(-c3ccc([S+](C)(=O)[O-])cc3)c2o1	35µM*
N#Cc1ccc(/C=C/C(=O)c2ccsc2)cc1	?
Cc1ccccc1N(C)C1CN([S+](=O)([O-])c2c(C)noc2C)C1	9%[149 µM]
CCCCn1c(SCC(=O)Nc2ccc(F)cc2)nc2c(sc3ccccc32)c1=O	0%
CCCNC(=O)CCNC(=O)N1CCn2c1nc1ccccc12	19%
O=C(Nc1ccc2[nH]c(=O)[nH]c2c1)c1ccc([N+](=O)[O-])o1	-9%
O=C(CSc1nnc(Cc2ccccc2)o1)N1CCCC1	26%

Part of the list above in order of formula weight, high to low.
Molecule	KDM5B inhibitor
CC(=O)Nc1ccc(C2OC(=O)N(Cc3cccc(F)c3)C2C(=O)NCC2CCCO2)cc1 (centres undefined)	?
CCCCn1c(SCC(=O)Nc2ccc(F)cc2)nc2c(sc3ccccc32)c1=O	0%
CCCNC(=O)CCNC(=O)N1CCn2c1nc1ccccc12	19%

Next section.
Molecule	KDM5B inhibitor
Cc1nc(N2CCCCC2)ncc1C(=O)N[C@H]1[C@H]2CCO[C@H]2[C@@H]1N(C)C	22µM*
COC(=O)C1=CN(CC(=O)NCc2ccc(OC)cc2)S(=O)(=O)N=C1C	12%
O=C(c1ccc2nnc(-c3cccc(OC(F)(F)F)c3)n2c1)N1CCOCC1	-26%[115 µM]
CCCC(=O)NCC(c1ccc2c(c1)OCO2)N1CCN(c2ccccc2)CC1 (centres undefined)	9%
CC1(C)CC(NC(=S)NCc2ccc(F)cc2)CC(C)(C)N1	-5%
COc1ccc(NC(=O)CN2CCCc3nc(C4CC4)ncc3C2=O)cn1	10%
Oc1c(C(c2ccccc2F)N2CCCC2)sc2nc(-c3ccco3)nn12 (centres undefined)	?
Cc1cc(C(=O)NCC#Cc2cccc(C(F)(F)F)c2)c2ccccc2n1	-6%
COc1ccc(C(=O)Oc2c(Sc3ccc(C)cc3)c(C)nn2C(C)(C)C)c(OC)c1	?
CCOC(=O)NC(C)c1ccc(OC)cc1 (centres undefined)	32%[activator]
COc1ccc(NC(=O)Cn2c(=O)ccc3cc(S(=O)(=O)N4CCCC4)ccc32)cc1Cl	?
CN1CCCn2nc(C(=O)NC34CC5CC(CC(C5)C3)C4)cc2C1	-20%
COc1cc(/C=N/NC(=O)c2ccncc2)ccc1OC(=O)c1cccc(Br)c1	3%
COCC(=O)NC1CCC12CCN(C(=O)CC1CCCC1)CC2 (centres undefined)	-14%
C[C@@H](NC(=O)C1CCCCC1)c1c(-c2ccc(Cl)cc2)noc1C(=O)O	2%[86.2 µM]
COc1ccccc1NC(=O)Cn1ccc2ccc(Cl)cc21	-14%
Cc1ccc(NC(=O)C2CCCN(C(=O)c3ccccc3)CCC(=O)NCC2)cc1 (centres undefined)	-15%
O=C(CCC(=O)c1ccc2c(c1)OCCO2)OCc1ccc(Cl)cc1Cl	11%
O=C(COCc1cc(-c2ccc3c(c2)OCO3)on1)NCc1ccc(F)cc1	-2%
Cc1ccc(C2Cn3cnc(C(=O)N4CCC(C(=O)NCc5cccc(Cl)c5)CC4)c3CO2)cc1 (centres undefined)	-8%
Cc1cccc(NC(=O)c2ccc3ccccc3n2)c1C	-12%
CCOCCCNC(=O)c1ccc2nc(C)c(C)nc2c1	15%
O=C(CSc1nc2ccccc2o1)NC(=O)NC1CCCCC1	7%
CCOc1ccc(CCNC(=O)CN2C(=O)COc3ccc(S(=O)(=O)N(CC)CC)cc32)cc1	-27%
NC(N)=NC(N)=NCc1ccncc1	6%
COCCCNC(=O)c1sc2nc3n(c(=O)c2c1C)CCC3	-7%
O=C(O)c1cc2c(Br)cccc2[nH]1	4%
O=C(Nc1nnc(S(=O)(=O)N2CCCCCC2)s1)c1ccccc1F	-8%
O=C(Cn1nc(-c2ccc(Cl)cc2)c2ccccc2c1=O)Nc1ccc(Cl)cc1	-12%
COc1cc(CNc2ccc(N3CCOCC3)c(C(=O)O)c2)cc(Br)c1OCC(N)=O	?

By substructure, the compounds so far containing an aryl thioether with sulfur outside any ring.
Molecule	KDM5B inhibitor
CCOc1ccc(-c2nc(SCC(=O)Nc3nccs3)c(-c3ccc(F)cc3)[nH]2)cc1	19%
CCCCn1c(SCC(=O)Nc2ccc(F)cc2)nc2c(sc3ccccc32)c1=O	0%
O=C(CSc1nnc(Cc2ccccc2)o1)N1CCCC1	26%
COc1ccc(C(=O)Oc2c(Sc3ccc(C)cc3)c(C)nn2C(C)(C)C)c(OC)c1	?
O=C(CSc1nc2ccccc2o1)NC(=O)NC1CCCCC1	7%

Continued.
Molecule	KDM5B inhibitor
Cc1ccc(F)c(OCC(=O)c2ccc3c(c2)N(CCCC(=O)NCC2CCCO2)C(=O)CO3)c1 (centres undefined)	17%
C=CCNC(=S)Nc1ccccc1F	19%
O=C(N[C@@H](C(=O)NCc1ccccn1)c1ccccc1)C(c1ccccc1)c1ccccc1	26%
COC(=O)c1cc(S(=O)(=O)N2CCN(c3cccc(C)c3)C(C)C2)c[nH]1 (centres undefined)	-7%
Cc1cc(N2CCCCC2)nc2ccc(NC(=O)CCC(=O)N3CCN(c4ccccc4)CC3)cc12	?
COc1ccc(S(=O)(=O)N[C@H]2[C@H](O)[C@H](O)C[C@@H]2c2ccccc2C)cc1	-8%[86.2 µM]
CN(C)C(=O)c1nc(-c2ccc(S(C)(=O)=O)cc2)c2ccccn12	i
Cc1ccccc1C(=O)NC(c1ccc(Cl)cc1)c1cccnc1 (centres undefined)	12%
CCc1ccccc1NC(=O)Cn1c(-c2nonc2N)nc2ccccc21	-1%
CCc1ccc2oc(-c3ccc(NC(=O)c4ccc([N+](=O)[O-])o4)cc3)nc2c1	0%
O=C(O)CNS(=O)(=O)c1cc(C(F)(F)F)ccc1Cl	5%
c1csc(-c2nn3c(C4CCCCC4)nnc3s2)c1	1%
CCc1noc([C@@H]2CC(F)(F)CN2C(=O)c2cnco2)n1	14%
CN1C[C@H](NCC2CC2)CCC[C@@H](C(=O)NC2CCOCC2)CC1=O	-3%[86.2 µM]
CCc1cccc(NC(=O)c2ncoc2-c2cccs2)c1	-22%
O=C(N/N=C/c1ccc(Oc2ccccc2)cc1)c1cccs1	-1%
CC(C)Cn1cc(C(=O)N2CCN(c3cccc(Cl)c3)CC2)c2c3ccccc3n(C)c2c1=O	?
CCCC(C)NC(=O)CCc1ccc(-c2ccc(OC)cc2)o1 (centres undefined)	?
O=C(c1ccccc1-c1ccccc1)N1CCCn2cncc2C1	33%
CSc1ccc(CNC(=O)Cn2nc(N3CCN(c4ccccc4)CC3)ccc2=O)cc1	10%
COc1cccc(CNC(=O)CCCn2nc(C)c3sc4ccccc4c3c2=O)c1	-15%
COCC[C@]1(O)CCN(C(=O)C2CCN(C3CCCC3)CC2)C[C@H]1C	-30%
COc1ccc(N2CCN(S(=O)(=O)CCNC(=O)COc3cccc(OC)c3)CC2)cc1	-12%
COc1ccc2oc(-c3ccc(NC(=O)CC45CC6CC(CC(C6)C4)C5)cc3)nc2c1	?
COc1ccc(C2C(=O)N(C3CCC(C)CC3)CC(=O)N2Cc2ccc(C)cc2)cc1OC (centres undefined)	10%
COc1ccc(CNC(=O)c2noc(-c3ccc(C)cc3)n2)c(OC)c1	9%
CCC1CN(C(=O)N2CCC(C(=O)NCc3ccco3)CC2)c2ccccc2O1 (centres undefined)	-1%
CCCn1cc(S(=O)(=O)c2ccc(C)cc2)c(=O)c2cc(F)c(N3CCCC3)cc21	-18%
CCc1ccc2oc(=O)cc(CN3CCN(CC(=O)N(C)C4CCCCC4)CC3)c2c1	5%
NC1CCCN(Cc2cc(F)ccc2-n2cccn2)CC1 (centres undefined)	-12%
CN(C)c1ccc(C(CNS(=O)(=O)c2ccccc2)N2CCc3ccccc32)cc1 (centres undefined)	?
COC[C@@H]1CN(c2ncccn2)C[C@H]1C(=O)NCc1c(C)n[nH]c1C	28µM*
CCCCn1cnc2cccnc21	-26%[115 µM]
O=C(C1CCCC1)N1CCC2(CC1)CC(c1ccccc1)=NO2	19%[149 µM]
CCc1ccc2oc(-c3cc(N)cc(C)c3O)nc2c1	-21%
c1ccc2c(Nc3nncs3)c3ccccc3nc2c1	2%
COCCN1C(=O)c2ccccc2C(C(=O)Nc2cccc(C)n2)C12CCCCC2 (centres undefined)	22%
CCOc1ccc(CCNC(=O)c2cc([N+](=O)[O-])ccc2N2CCOCC2)cc1OCC	-2%
Cc1cc(C)cc(N2CC(c3nc(-c4ccccc4)no3)CC2=O)c1 (centres undefined)	13%
COc1cc(CN2CCc3ccc(NC(=O)CCc4ccccc4OC)cc3C2)ccc1O	-25%
Cc1nc(SCC(=O)Nc2ccccc2Cl)oc1C	-5%
COc1ccc(-c2nnn3c2nc(NCCc2ccc(OC)c(OC)c2)c2ccccc23)cc1	-16%
CCN1CCCCC12Cc1ccccc1CN(C(C)=O)C2 (centres undefined)	-12%[149 µM]
CCOc1ccc(NC(=O)Cn2c(C)cc3nc4n(c(=O)c32)CCCCC4)cc1	4%
Cc1cc2occ(CC(=O)Nc3cccc(S(=O)(=O)N4CCOCC4)c3)c2cc1C(C)C	-25%
C#CCNC(=O)NC(CCC)c1ccccc1 (centres undefined)	7%
COc1ccc(OC)c(NS(=O)(=O)c2cc3c(cc2Cl)N(C(C)=O)CCO3)c1	-33%
Cc1cccc(C)c1NC(=O)NC1CCc2ccccc21 (centres undefined)	8%
O=C(CC[C@H]1NC(=O)c2ccccc2NC1=O)NCCc1ccncc1	44%[activator]
COc1ccc(C(=O)c2cn(Cc3ccccc3OC)c3cc4c(cc3c2=O)OCO4)cc1	-5%
COc1ccc(-c2cc3[nH]ccc3c(C(=O)NCc3c(C)cc(C)[nH]c3=O)n2)cc1	?
O=C(Nc1ccc(Cl)c(Cl)c1)c1cc2n(n1)CC(c1ccc(Cl)cc1)OC2 (centres undefined)	28µM*
CO[C@H]1[C@H](NC(=O)c2cc(C)ccc2C)c2ccccc2C12CCNCC2	-31%
CCN1CCN(C(=O)C2Cn3cccc3C(=O)N2)CC1 (centres undefined)	-8%
Cc1nc(CCNS(=O)(=O)c2ccc(Cl)cc2)no1	29%
Cc1ccc(-n2nnnc2CNC(=O)C(C)C)cc1C	-5%
O=C1CCN(C(=O)c2ccccc2)CCCC(C(=O)NCCCN2CCCc3ccccc32)CCN1 (centres undefined)	?
Cc1cc(C)c2c(c1)C(=O)C(=O)N2CCOc1ccccc1	17%
Cc1ccc(NC(=O)c2cc(=O)c3ccc(C)c(C)c3o2)cc1	-5%
Cc1ccc(S(=O)(=O)N2CCOC3(CNCCOC3)C2)cc1F (centres undefined)	14%

Later entries.
Molecule	KDM5B inhibitor
CCOC(=O)c1[nH]c(C)c(CCC(=O)Nc2ccc(C)cc2Cl)c1C	-2%
CC(C)C(=O)NC(C)c1ccc(Cl)cc1Cl (centres undefined)	13%
CCCN(C)c1nccnc1OC1CCN(C(=O)c2ccoc2)C1 (centres undefined)	-30%
CN(Cc1cccnc1)C(=O)CC1C(=O)NCCN1Cc1ccc(-c2ccccc2)cc1 (centres undefined)	23%
N#Cc1c(N2CCOCC2)nsc1-c1ccccc1	-7%
COc1ccc(OC)c(-c2cc(C(=O)O)c3ccc(C)c(C)c3n2)c1	0%
OCCc1cnccn1	-6%
CCCOc1ccc(CNC(=O)Cc2cccs2)cc1	-12%
COc1ccc(-c2cc(N3CCC(NC(=O)c4ccc(C)c(C)c4)CC3)n[nH]2)cc1	2%
O=C(O)CCCC(=O)Nc1ccc(-n2ccc(C(F)(F)F)n2)cc1	30%
CCc1ccc2c(Cl)c(C(=O)NC(C)c3ccncc3)sc2c1 (centres undefined)	-8%
CCC(C)NC(=O)CCC(=O)NNc1nc2ccccc2c2nc(C)nn12 (centres undefined)	-13%
Clc1ccc(-c2nnc(C3CCCCC3)o2)cc1	2%
Cc1ccc(-c2cc(C(=O)N(C)C)c3ccccc3n2)c(C)c1	?
Cc1ncccc1C(=O)N1CCCN(C(=O)C2CC2)C(c2ccccc2)CC(=O)NCC1 (centres undefined)	-19%
NCCCN1CCN(CCCN)CC1	-24%
CC1CCN(S(=O)(=O)c2ccc3c(ccc(=O)n3CC(=O)NCc3ccccc3)c2)CC1	17%
C/C(=N/OC(=O)c1ccc(-c2cc(Cl)ccc2Cl)o1)c1ccccc1	?
Cc1ccccc1Cn1c(=O)n(CCc2ccccc2)c(=O)c2c(C)c(C)sc21	14%

Screening results deposited in PubChem BioAssay by National Center for Advancing Translational Sciences (NCATS).

Some of the compounds tested; the hit share may differ from the screen's.
